PglD DTNB: inhibitors of Campylobacter jejuni PglD acetyltransferase | purified PglD enzyme, DTNB colorimetric CoA detection | inhibition, % at 12.5 µM | 360,000 compounds, 0.098% hits; in the data active = inhibition above about 16%, passing the limit was not always enough; note: strong numbers were not always called active
ARNT TACC3 PPI: disrupts binding between human ARNT and TACC3. Q9Y6A5. inhibition, % at 9.99 µM. 390,000 compounds, 0.66% hits. AlphaScreen His-ARNT PAS-B/GST-TACC3 binding, luminescence; TACC3 fragment carries E629A point mutation;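 active = mean inhibition of replicates at least 50% and at least half of replicates each reaching 50%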;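 note: 0% = complete ARNT plus TACC3 wells and 100% = ARNT alone without TACC3; many hits fall short of the cut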
RAD52 anneal inh: blocks human RAD52 DNA annealing. recombinant RAD52 DNA annealing, FRET fluorescence. inhibition, % at 18.7 µM. 360,000 compounds, 0.46% hits;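 active = every replicate showing at least 50% inhibition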
Target sequence (P43351 whole entry, looked up): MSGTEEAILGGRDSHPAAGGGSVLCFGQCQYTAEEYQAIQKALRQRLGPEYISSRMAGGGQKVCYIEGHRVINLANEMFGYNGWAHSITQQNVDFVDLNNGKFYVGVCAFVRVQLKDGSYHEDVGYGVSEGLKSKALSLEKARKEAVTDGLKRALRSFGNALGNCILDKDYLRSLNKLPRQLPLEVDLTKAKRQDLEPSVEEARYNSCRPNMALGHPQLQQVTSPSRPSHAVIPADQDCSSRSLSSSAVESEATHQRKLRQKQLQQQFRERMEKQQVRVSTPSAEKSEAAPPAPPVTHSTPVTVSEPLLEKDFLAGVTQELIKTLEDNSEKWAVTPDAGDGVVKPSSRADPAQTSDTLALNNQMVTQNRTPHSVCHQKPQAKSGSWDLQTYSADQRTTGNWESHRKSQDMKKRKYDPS
E-sel inducer: E-selectin induction on HUVECs; P16581; HUVEC E-selectin immunofluorescence imaging; normalized: neutral wells 0, TNF-alpha wells 100; activation, % at 7.58 µM; 260,000 compounds, 0.37% hits; AID 686992;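 active = mean E-selectin-positive cell signal at least 10% of the positive control, reached in at least 60% of replicates, without over 20% cell loss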;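 note: in these data hits start at about 27%; measured in HUVEC primary endothelial cells; signal is the percent of cells scored E-selectin positive by PE staining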
Target sequence (P16581 whole entry, looked up): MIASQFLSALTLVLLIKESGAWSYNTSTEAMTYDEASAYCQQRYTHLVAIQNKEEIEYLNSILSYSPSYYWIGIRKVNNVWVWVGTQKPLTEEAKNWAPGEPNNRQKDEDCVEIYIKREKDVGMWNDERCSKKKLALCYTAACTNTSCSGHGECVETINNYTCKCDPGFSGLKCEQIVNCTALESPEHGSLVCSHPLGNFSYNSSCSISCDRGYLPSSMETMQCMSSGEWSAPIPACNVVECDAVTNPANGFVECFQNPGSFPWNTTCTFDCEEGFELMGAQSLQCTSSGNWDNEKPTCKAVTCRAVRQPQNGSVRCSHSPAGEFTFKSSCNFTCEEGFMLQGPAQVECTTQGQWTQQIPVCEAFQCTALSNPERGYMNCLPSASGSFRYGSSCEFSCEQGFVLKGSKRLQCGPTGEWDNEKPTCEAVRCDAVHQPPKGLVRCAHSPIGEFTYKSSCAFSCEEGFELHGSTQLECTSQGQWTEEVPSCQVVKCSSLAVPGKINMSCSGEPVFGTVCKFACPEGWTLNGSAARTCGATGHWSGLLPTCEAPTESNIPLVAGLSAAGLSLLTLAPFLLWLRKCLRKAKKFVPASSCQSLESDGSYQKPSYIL
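Read-out basis: % PE-positive cells; Test system: HUVEC primary endothelial cells; Technique: immunofluorescence imaging; Dosing: single-point compound dose.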
Casp6 inh: caspase-6 (human) enzyme inhibition; inhibition, % at 12.5 µM; P55212; purified caspase-6, Z-VEID-R110 cleavage fluorescence; 350,000 compounds, 0.53% hits;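 active = mean inhibition across replicates at least about 35%, with every replicate also reaching that limit, limit read from the data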;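 note: 0% = median of neutral control wells and 100% = no fluorescence left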
esBAF inh: blocks esBAF chromatin remodeling in mouse ES cells; 350,000 compounds, 2% hits; reporter increase, % at 12.5 µM; Bmi1-luciferase knock-in reporter, 24 h; 100% = twice the neutral-well signal; in the data active = activation above about 40%;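 note: 0% = median of the plate's neutral control wells and 100% = double that signal; a rise in the Bmi1 reporter signal indicates esBAF inhibition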
ERp5 block: inhibitors of human ERp5; ERp5 insulin aggregation, absorbance 650 nm, 90 min; 350,000 compounds, 0.05% hits; AID 651711; Q15084; inhibition, % at 9.99 µM;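 active = mean replicate inhibition above about 25%, with every replicate also reaching it, limit read from the data, passing the limit was not always enough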
RAD54 inh: RAD54 (human) branch migration inhibition; Q92698; RAD54 Holliday junction branch migration, FAM/BHQ fluorescence; inhibition, % at 10.4 µM; 360,000 compounds, 0.14% hits; AID 602329;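 active = mean normalized replicate activity at least 40 and at least half of replicates scoring 40 or more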;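 note: 0% = median of neutral control wells and 100% = median of positive control wells; inhibitors cause a drop in the FAM fluorescence signal; in these data hits start at about 50%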
The depositor's hits bear a star; / = not tested or not shown; & = joins results of further samples.

SMILES | PglD DTNB | ARNT TACC3 PPI | RAD52 anneal inh | E-sel inducer | Casp6 inh | esBAF inh | ERp5 block | RAD54 inh
CC1CCC(NC(=O)c2ccc3c(c2)OCO3)CC1 (centres undefined) | 0 | 0 | -7 | -0.4 | -2 | -35 | 8 | 4
COC(CNC(=O)C1CCCN(S(=O)(=O)c2ccc3c(c2)oc(=O)n3C)C1)OC (centres undefined) | -2 | -1 | -6 | 0.2 | -3 | 1 | 5 | -3
CC(=O)N1CC2(C1)[C@H](c1ccc(-c3ccccc3C)cc1)[C@H](CO)N2C(C)=O | / | / | -16 | -0.2 | 2 | / | -2 | /
COc1ccc(-c2csc(C(O)c3ccc(F)c(OC)c3)n2)cn1 (centres undefined) | -1 | / | -16 | -0.1 | 2 | -5 | -2 | -3
C[C@@H]1CN([C@H](C)CO)C(=O)c2cc(C#CCN(C)C)cnc2O[C@H]1CN(C)C(=O)Cc1ccccc1 | -2 | -8 | -2 | 0.1 | 2 | 4 | -2 | -6
CCNC(=O)C[C@H]1CC[C@H]2[C@@H](COc3ccc(NC(=O)c4ccc(F)c(F)c4)cc3C(=O)N2C)O1 | 1 | 16 | 1 | -0.1 | 2 | 7 | 4 | -5
Cc1cc(SCC(=O)c2ccccc2)nc(SCC(=O)c2ccccc2)n1 | -9 | -2 | / | / | / | 2 | / | 2
COc1cccc(-c2ccc([C@@H]3[C@@H](CO)N4C(=O)CN(C(=O)c5ccncc5)C[C@H]34)cc2)c1 | / | / | -8 | 0.2 | 2 | / | 4 | /
COC(=O)[C@H](C)NC(=O)NC1CCCc2ccccc21 (some centres undefined) | 1 | -18 | -13 | / | 3 | -11 | 1 | -8
CCOC(=O)C1(C)CCCN(C(=O)c2cccc3ccccc23)C1 (centres undefined) | 3 | / | -9 | -0.3 | -2 | 6 | 4 | 1
Cc1ccc(-c2nnc(SCC(=O)N/N=C/c3ccccc3C(=O)O)n2-c2ccc(Cl)cc2)cc1 | 5 | -1 | -3 | 0.4 | 4 | / | -4 | -4
CCn1c(=O)c(C(=O)CN2c3ccccc3CC2C)c(N)n(Cc2ccccc2)c1=O (centres undefined) | -3 | 0 | -4 | 0.2 | -2 | 2 | 1 | -1
COc1ccc(N2CCN(C(=O)c3ccc(CNS(=O)(=O)c4cccc(OC)c4)cc3)CC2)cc1 | 0 | 9 | -10 | 0.3 | -1 | 1 | -1 | -3
COC(=O)[C@@]1(Sc2ccc(C)cc2)CC(=O)N[C@@H]1c1ccc(Br)cc1 | / | / | -2 | 6.4 | 2 | / | 5 | /
Cc1ccc(NC(=O)CCSCCc2ccccn2)cc1 | -3 | -9 | -11 | -0.1 | -3 | 0 | 9 | 0
COc1ccc(-c2ccc3c(c2)[C@@H]2[C@@H](CCN2C(=O)Nc2ccccc2OC)[C@@H](CO)N3C)cc1 | 5 | -5 | 13 | -0.2 | 2 | -4 | -2 | 2
CN(C)Cc1nnnn1-c1cccc(-n2nnnc2CN(C)C)c1 | / | -4 | -6 | 0.0 | -2 | / | -1 | /
CCN1CCN(C(=O)C2CCCN(S(=O)(=O)c3cc(Cl)ccc3Cl)C2)CC1 (centres undefined) | 2 | -11 | -12 | -0.8 | -4 | 1 | 0 | 1
Nc1ccc(S(=O)(=O)Nc2ccc(C(=O)c3ccccc3)cc2)cc1 | 8 | -7 | -44 | / | -1 | 0 | 1 | -8
O=C(Nc1cccc(NC(=O)c2ccccc2Cl)c1)c1cccs1 | 0 | -5 | -7 | / | 2 | -2 | -4 | 5
Cc1ccc(N2CC(NC(=O)C3CC3)CC2=O)cc1 (centres undefined) | / | 0 | -4 | -0.3 | 2 | -6 | 1 | /
Cc1noc(C)c1S(=O)(=O)N(C)C[C@@H]1Oc2ccc(NC(=O)C3CCCCC3)cc2CC(=O)N([C@H](C)CO)C[C@H]1C | 3 | -6 | -14 | -0.2 | -1 | -4 | 23 | 5
CC1=NN(C(C#N)c2ccc([N+](=O)[O-])cc2)C(C)(C)C1 (centres undefined) | / | / | -10 | 0.1 | 4 | / | 4 | /
Cc1n[nH]c(=S)n1-c1ccccc1 | / | -8 | 15 | / | 3 | / | 4 | /
C[C@H]1CCCCO[C@@H](CN(C)Cc2ccc3c(c2)OCO3)[C@@H](C)CN([C@@H](C)CO)C(=O)c2cc(NC(=O)C3CCCCC3)ccc2O1 | -2 | 1 | -6 | -0.1 | -3 | 2 | 2 | -6
Cc1nc2ccc([N+](=O)[O-])cc2c(=O)n1Cc1cccc(Br)c1 | 0 | 10 | -49 | / | -2 | -3 | -2 | 8
O=C(Nc1cccc(F)c1)c1ccccc1 | -1 | -2 | / | / | / | 28 | / | -5
COc1ccc2c3c(n(C)c2c1)[C@@H](CO)N(C)CC31CCN(C(=O)c2ccc3c(c2)OCO3)CC1 | / | / | -14 | 0.0 | 0 | / | 2 | /
CCC(=O)N1CCN(c2ccc(OC)cc2[N+](=O)[O-])CC1 | 1 | -12 | / | / | / | -3 | / | -15
C#CCOCCOCCOCCNc1nc(N2CCN(C(=O)[C@H]([C@@H](C)CC)n3cc([C@@H](N)CO)nn3)CC2)nc(N2CCN(C(=O)[C@H](Cc3ccc(O)cc3)n3cc([C@@H](N)C(C)CC)nn3)CC2)n1 (some centres undefined) | 11 | 11 | / | / | / | 1 | / | -2
O=[N+]([O-])c1ccc(C(=Nc2cccc3ccccc23)N2CCOCC2)cc1 | 2 | 22 | / | / | / | -6 | / | 8
COc1cccc(-c2sc3ccccc3c2-c2ccc(OCCN3CCCCC3)cc2)c1 | 4 | -5 | / | / | / | -29 | / | 8
COc1cc(C2c3sc(=O)[nH]c3SC3C4CCC(C4)C23)ccc1O (centres undefined) | 5 | 6 | -19 | / | 6 | / | -3 | -2
O=C(Nc1ccccc1N1CCN(c2ccccc2)CC1)c1ccccc1F | / | -18 | -7 | / | -2 | / | 1 | /
CCN(CC)c1ccc2c(C)cc(=O)oc2c1 | -4 | / | -9 | / | -1 | 19 | -2 | -1
O=C(NCC(=O)N(Cc1ccco1)C(C(=O)NC1CCCCC1)c1cccnc1)c1ccco1 (centres undefined) | -4 | 4 | / | 0.2 | / | -9 | / | -13
CCOCCOC(=O)c1[nH]c2c(c1C)C(=O)CC(c1ccc(N(C)C)cc1)C2 (centres undefined) | 3 | 26 | -24 | / | -3 | 11 | 7 | -12
COc1ccc(OCC(O)CN2CCCCC2)cc1 (centres undefined) | -2 | 3 | -40 | 1.4 | -1 | -3 | 7 | -12
C[C@H]1CN([C@@H](C)CO)C(=O)c2cc(-c3cccc(F)c3)cnc2O[C@@H]1CN(C)C(=O)C1CCC1 | 0 | -6 | 0 | -0.2 | -1 | 2 | 0 | 10
CC(=O)Nc1ccc2sn(-c3ccccc3)c(=O)c2c1 | -2 | / | -4 | / | 2 | -1 | 6 | -1
COCCNC(=O)C1(C)CCCN(C(=O)CCc2ccccc2)C1 (centres undefined) | 0 | / | -8 | -0.1 | -4 | -1 | -1 | -18
CCc1ccc(NC(=O)Cn2c(=O)n(CCC(=O)NC3CCN(Cc4ccccc4)CC3)c(=O)c3ccccc32)cc1 | 7 | -10 | -8 | 1.8 | 7 | 3 | -2 | -6
O=C(C[C@H]1CC[C@@H](NC(=O)c2cnccn2)[C@H](CO)O1)NCc1ccccc1F | -2 | -4 | -3 | -0.5 | 1 | -1 | 2 | -10
Cc1ccc(S(=O)(=O)N2CCN(C(=O)CCC(=O)OCC(=O)Nc3cccc(C#N)c3)CC2)cc1 | -3 | -2 | / | / | / | -10 | / | -4
NS(=O)(=O)c1ccc(CCNC(=O)CSc2nc3ccsc3c(=O)n2Cc2ccccn2)cc1 | 2 | / | -14 | -0.1 | -4 | 20 | -1 | 7
CC1Cc2ccccc2N1C(=O)CN1CCc2ccccc2C1 (centres undefined) | 5 | 8 | / | / | / | -10 | / | -10
COc1ccccc1-n1c(-c2ccccc2)c[n+]2c1CCc1ccccc1-2 | -3 | 0&6 | -17&4 | -0.1&0.8 | 4&2 | -50 | 0&-3 | 1
CCCNC(=O)N1C[C@@H](O)COC[C@H]2O[C@@H](CC(=O)N3CCCCC3)CC[C@@H]21 | 1 | 7 | 15 | 0.2 | 1 | 2 | 9 | 2
COCCN1C[C@@H](CO)O[C@@H](n2cnc3c(N(C)C)ncnc32)C1 | 0 | / | -10 | -0.4 | -2 | 0 | -3 | -3
COc1ccc(NC(=O)N(C)C[C@@H]2Oc3c(NC(=O)C4CCCCC4)cccc3C(=O)N([C@@H](C)CO)C[C@@H]2C)cc1 | 0 | / | 2 | -0.3 | 0 | -1 | 7 | 1

5 neighbouring records already listed:
SMILES | PglD DTNB | ARNT TACC3 PPI | RAD52 anneal inh | E-sel inducer | Casp6 inh | esBAF inh | ERp5 block | RAD54 inh
COCCNC(=O)C1(C)CCCN(C(=O)CCc2ccccc2)C1 (centres undefined) | 0 | / | -8 | -0.1 | -4 | -1 | -1 | -18
CCc1ccc(NC(=O)Cn2c(=O)n(CCC(=O)NC3CCN(Cc4ccccc4)CC3)c(=O)c3ccccc32)cc1 | 7 | -10 | -8 | 1.8 | 7 | 3 | -2 | -6
O=C(C[C@H]1CC[C@@H](NC(=O)c2cnccn2)[C@H](CO)O1)NCc1ccccc1F | -2 | -4 | -3 | -0.5 | 1 | -1 | 2 | -10
Cc1ccc(S(=O)(=O)N2CCN(C(=O)CCC(=O)OCC(=O)Nc3cccc(C#N)c3)CC2)cc1 | -3 | -2 | / | / | / | -10 | / | -4
NS(=O)(=O)c1ccc(CCNC(=O)CSc2nc3ccsc3c(=O)n2Cc2ccccn2)cc1 | 2 | / | -14 | -0.1 | -4 | 20 | -1 | 7

(cont.)
SMILES | PglD DTNB | ARNT TACC3 PPI | RAD52 anneal inh | E-sel inducer | Casp6 inh | esBAF inh | ERp5 block | RAD54 inh
O=C1N(Cc2ccccc2)Cc2ccccc2[C@H]2OC(c3ccc(OCCCO)cc3)=N[C@@]12CCS(=O)(=O)c1ccccc1 | 7 | 15 | 13 | / | 0 | / | 5 | -2
CN1CCN(S(=O)(=O)c2ccc(NC(=O)Cc3ccc([N+](=O)[O-])cc3)cc2)CC1 | 5 | 1 | 3 | -0.3 | 10 | -3 | 1 | 0
CCCCN(CC)CCCNC(=O)c1cc2c(=O)n(C)c3ccccc3c2n1C | 3 | / | 40 | 0.2 | -19 | -6 | -3 | 61*
O=C(NCCS(=O)(=O)NCc1ccccc1)c1ccc2c(c1)OCO2 | 4 | -5 | 8 | 5.6 | 0 | 6 | -3 | 2
C/C(=N/NC(=O)Cc1cccn1C)c1ccccc1 | 2 | 1 | -23 | / | -1 | 2 | 6 | -2
CCN(c1ccccc1)S(=O)(=O)c1nnc(NC(=O)c2ccco2)s1 | 0 | -5 | -26 | 2.3 | -2 | -3 | 1 | -8
O=C(CCn1cnnn1)N1CCCC(Nc2ccc(F)cc2)C1 (centres undefined) | 3 | -5 | 2 | / | -3 | -8 | 0 | 6
O=C(Nc1ccc(S(=O)(=O)Nc2ncccn2)cc1)C1COc2ccccc2O1 (centres undefined) | / | -10 | -12 | / | 3 | / | -3 | /
COC(=O)CNC(=O)CSc1nc2c(sc(=S)n2-c2ccccc2)c(=O)[nH]1 | 6 | 1 | -8 | -0.1 | -2 | -6 | 24 | -1
COC(=O)COC(=O)c1ccccc1NC(=O)c1ccccc1 | / | / | -10 | 0.5 | -4 | / | 0 | /
COc1ccc(NS(=O)(=O)c2ccc(O)c(C(=O)OCC(=O)NC3CCCCC3)c2)cc1 | / | 1 | -21 | -1.8 | 2 | -7 | 2 | 5
C[C@@H]1CN([C@@H](C)CO)S(=O)(=O)c2ccc(C3=CCCC3)cc2O[C@@H]1CN(C)C(=O)c1cccnc1 | -1 | -3 | 6 | -1.0 | 0 | -3 | 2 | -2
CSc1nnc(-c2sc3cc(C(F)(F)F)cnc3c2-c2ccccc2)n1C | -2 | -1 | / | / | / | -5 | / | 8
Cc1ccc(S(=O)(=O)N(C)C[C@H]2Oc3c(NC(=O)C4CCCCC4)cccc3C(=O)N([C@@H](C)CO)C[C@H]2C)cc1 | 6 | 12 | -3 | / | -1 | 1 | -2 | 2

This is a random part of the collection; 3.2% or so of the library scored in one or more.
